Assay outcomes from PubChem.
HCV NS3 hel inh: inhibitors of Hepatitis C virus NS3 helicase; inhibition, % at 10.9 µM; AID 1800; NS3 helicase DNA unwinding, Cy5 molecular beacon fluorescence; 290,000 tested, 0.56% active;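 active means inhibition above the mean of all tested compounds plus 3 SD, set per campaign, cut at about 35% in these data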;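 further: 0% = DMSO wells and 100% = thioflavine S control wells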
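Control set: DMSO versus 110 µM thioflavine S; Material: NS3 helicase fragment of HCV; Measured by: Cy5 fluorescence at 0 and 60 min, beacon hairpin quenching; Read-out basis: percent inhibition from t60/t0 fluorescence ratio; Times: reaction time 60 min, 25 °C; Repeats: single replicate; Compound dosing: single dose, 10.9 µM nominal final, DMSO 0.8% final.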
VIM-2 inh: inhibitors of Pseudomonas aeruginosa VIM-2 metallo-beta-lactamase. purified VIM-2, nitrocefin hydrolysis, epi-absorbance fluorescence. 290,000 tested, 0.89% active. inhibition, % at 5.6 µM. AID 1527;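 active means inhibition above the mean of all tested compounds plus 3 SD, cutoff set per screening run, cut at about 7.5% in these data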;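 further: red hydrolysis product quenches plate fluorescence so inhibitors raise well fluorescence; 0% = enzyme with DMSO and 100% = DMSO without enzyme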
SUMO HTRF inh: inhibitors of human SUMOylation (UBC9) | P63279 | HTRF SUMOylation assay, SAE1/SAE2 + UBC9, in vitro | inhibition, % at 35 µM | 290,000 tested, 0.36% active | AID 2006; in the data active means inhibition above about 50%, passing the limit was not always enough; further: strong numbers were not always called active
Target sequence (P63279 whole entry, looked up): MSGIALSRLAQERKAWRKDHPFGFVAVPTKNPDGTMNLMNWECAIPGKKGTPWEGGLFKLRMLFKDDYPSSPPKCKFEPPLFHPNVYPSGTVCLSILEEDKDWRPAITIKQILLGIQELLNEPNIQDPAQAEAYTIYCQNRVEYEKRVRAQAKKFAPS
IDE cell inh: inhibitors of human insulin-degrading enzyme in cells; HEK cells, FAbetaB cleavage, fluorescence polarization; inhibition, % at 5.59 µM; 320,000 tested, 0.41% active;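 active means percent inhibition above the average of all tested compounds plus 3 SD, set per screening campaign, cut at about 16% in these data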;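 further: IDE supplied by intact live HEK cells; FP after avidin binding of uncleaved biotin substrate so inhibition keeps polarization high; 0% = DMSO wells and 100% = 60 µM reference IDE inhibitor Ii1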
IDE act: IDE (human) activation, cell-based | 340,000 tested, 0.073% active | HEK cells, FAbeta-B cleavage, fluorescence polarization; 0% vehicle, 100% cell-free pure enzyme wells | activation, % at 5.96 µM | AID 493087 | P14735;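 active means activation above the mean of all tested compounds plus 3 SD, set per screening campaign, cut at about 17% in these data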
DNA FID counter: fluorescent intercalator displacement, NS3 helicase counter-screen | AID 1845 | 290,000 tested, 0.17% active | DNA fluorescent intercalator displacement, fluorescence | inhibition, % at 7.9 µM; in the data active means inhibition above about 37%;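 further: 0% = vehicle and 100% = reference compound; higher means more ethidium bromide displaced from hairpin DNA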
IMP-1 inh: blocks Pseudomonas aeruginosa IMP-1 metallo-beta-lactamase | purified IMP-1, nitrocefin hydrolysis, epi-absorbance fluorescence | 290,000 tested, 0.45% active | AID 1556 | inhibition, % at 5.6 µM;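 active means inhibition above the mean plus 3 SD of all compounds in the same screening run, cut at about 4.5% in these data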;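 further: 0% = IMP-1 with DMSO and 100% = DMSO wells lacking enzyme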
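system = purified recombinant IMP-1 beta-lactamase | amount = 0.2 nM IMP-1, as dispensed | medium = HEPES buffer pH 7.1 with ZnSO4 and Brij 35 | times = 25 °C, 15 min preincubation, 25 min reaction | detection = plate fluorescence quenching by hydrolysis product, ex 480/em 530 nm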
pCIP destab: lowers stability of the mouse p/CIP coactivator protein; decrease of EGFP signal, % at 10 µM; 290,000 tested, 0.01% active; F442A p/CIP-EGFP cells, EGFP fluorescence, 16 h; AID 1984;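 active means EGFP signal decrease of at least 30% at 10 µM or well 3 SD below plate mean, unless failing retest; inactive means the rest, including hits failing retest or dose response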; further: some compounds called inactive have numbers as strong as hits; many of its hits are not listed in these tables
M18AAP inhibitor: blocks P. falciparum M18 aspartyl aminopeptidase | 290,000 tested, 1.2% active | recombinant PfM18AAP, H-Glu-NHMec fluorogenic cleavage | inhibition, % at 7.35 µM | AID 1822;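 active means inhibition above the campaign mean inhibition over all tested compounds plus 3 SD, cut at about 28% in these data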;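 further: 0% = plate median of test compound wells and 100% = 2 mM ZnCl2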
* hit, by the source's call; nt = not tested or not shown. Not a hit list; overall some 3.6% were active at least once.

[1] O=C(Cn1cnc2c(cnn2-c2ccccc2)c1=O)N1CCOCC1
[2] CNC(=O)CSc1nnc(-c2cccs2)o1
[3] S=c1[nH]nc(C2CCCCC2)n1/N=C/c1ccccc1Br
[4] COc1ccc(-c2cn[nH]c2-c2ccc(OCc3ccccc3)cc2O)cc1OC
[5] Nc1ccc(N2CCCCC2)c(S(=O)(=O)Nc2ccccc2Cl)c1
Screen / compound no.	1	2	3	4	5
HCV NS3 hel inh	3	0	0	-10	-4
VIM-2 inh	-3.0	1.2	-1.6	-4.0	-2.2
SUMO HTRF inh	7	17	1	-23	-4
IDE cell inh	3	3	3	-2	1
IDE act	-2	1	-4	7	-6
DNA FID counter	0	-1	-30	-17	-19
IMP-1 inh	-3.0	-1.7	-2.9	-4.2	-4.7
pCIP destab	-4	-2	0	-20	-8
M18AAP inhibitor	-1	5	-2	-7	15

Part of the list above in order of length of the SMILES, smallest number first:
[2] CNC(=O)CSc1nnc(-c2cccs2)o1
[3] S=c1[nH]nc(C2CCCCC2)n1/N=C/c1ccccc1Br
[1] O=C(Cn1cnc2c(cnn2-c2ccccc2)c1=O)N1CCOCC1
[4] COc1ccc(-c2cn[nH]c2-c2ccc(OCc3ccccc3)cc2O)cc1OC
Screen / compound no.	2	3	1	4
HCV NS3 hel inh	0	0	3	-10
VIM-2 inh	1.2	-1.6	-3.0	-4.0
SUMO HTRF inh	17	1	7	-23
IDE cell inh	3	3	3	-2
IDE act	1	-4	-2	7
DNA FID counter	-1	-30	0	-17
IMP-1 inh	-1.7	-2.9	-3.0	-4.2
pCIP destab	-2	0	-4	-20
M18AAP inhibitor	5	-2	-1	-7

The results go on.
[6] O=C1CCCCC1Oc1ccc2ccc(=O)oc2c1 (stereo not given)
[7] CCN=c1scc(-c2cccs2)n1/N=C/c1cc(OC)ccc1O
[8] Cc1ccc(OCCN2CCNCC2)c([N+](=O)[O-])c1
[9] CCCc1nnc(NC(=O)c2cccnc2)s1
[10] CC(=O)CCC(=O)N1CCCC(N2CCN(c3cccc(Cl)c3)CC2)C1 (stereo not given)
Screen / compound no.	6	7	8	9	10
HCV NS3 hel inh	7	8	-2	-5	2
VIM-2 inh	-1.5	-4.3	-4.1	-3.3	-3.5
SUMO HTRF inh	4	13	5	7	-16
IDE cell inh	1	-2	-1	-2	6
IDE act	6	1	-1	nt	5
DNA FID counter	-7	-5	4	-2	-8
IMP-1 inh	-1.8	-3.9	-1.3	-1.9	-1.9
pCIP destab	2	-9	1	-19	-27
M18AAP inhibitor	-1	-11	8	-1	4

[11] CC1=NN(C(=O)c2ccc(Cn3nc(C)c([N+](=O)[O-])c3C)o2)C(O)(C(F)(F)F)C1 (stereo not given)
[12] COc1cc(OC)nc(-n2ncc(OC)c(Br)c2=O)n1
[13] CCOc1ncccc1C(=O)N=c1sccn1C
[14] CCc1ccccc1NC(=S)N1CCN(c2ccccn2)CC1
[15] COc1ccc(-n2nnnc2-c2ccccc2)cc1
Screen / compound no.	11	12	13	14	15
HCV NS3 hel inh	-4	1	8	-1	-4
VIM-2 inh	-3.5	-0.6	-0.6	-3.2	-3.6
SUMO HTRF inh	1	-13	21	2	14
IDE cell inh	-3	3	-9	1	-4
IDE act	3	4	4	5	2
DNA FID counter	-10	-1	0	-6	-4
IMP-1 inh	-2.4	-2.5	-0.7	-3.2	0.9
pCIP destab	-6	5	6	8	-8
M18AAP inhibitor	0	4	0	-3	-4

[16] O=C(CN1CCN(Cc2ccc3c(c2)OCO3)CC1)Nc1ccc(F)cc1
[17] O=C1NCCN(Cc2c(F)cccc2Cl)C1CC(=O)N1CCCCO1 (stereo not given)
[18] Cc1ccc(C)c(NC(=S)N2CCC(N(C)CC3CCCO3)CC2)c1 (stereo not given)
[19] O=C1c2cccnc2C(=O)N1Cc1ccc(F)cc1S(=O)(=O)NCc1ccco1
[20] CCSc1nnc(NC(=O)c2ccc(C)o2)s1
Screen / compound no.	16	17	18	19	20
HCV NS3 hel inh	7	2	12	4	-1
VIM-2 inh	-1.9	-0.6	-3.8	-1.7	-0.8
SUMO HTRF inh	5	1	-11	-3	-8
IDE cell inh	2	0	-4	6	6
IDE act	0	6	-3	2	3
DNA FID counter	0	-3	1	0	-1
IMP-1 inh	-2.5	-0.6	-5.4	-4.1	-3.3
pCIP destab	1	-4	-14	-2	-10
M18AAP inhibitor	3	-12	-4	7	7

[21] CS(=O)(=O)c1ccc2nc(NC(=O)Cc3ccccc3)sc2c1
[22] COc1ccc(Nc2c(-c3ccc(C)cc3)nc3cnccn23)cc1
[23] CCCSc1nc2sc3c(c2c(=O)n1-c1ccc(OC)cc1)CCN(C)C3
[24] CCCn1nnnc1NCc1c(Cl)cccc1Cl
[25] C#CCOc1ccc(OC)cc1C(c1c(C)[nH][nH]c1=O)c1c(C)[nH][nH]c1=O
Screen / compound no.	21	22	23	24	25
HCV NS3 hel inh	4	-12	-26	13	-13
VIM-2 inh	-1.8	-3.4	0.2	-3.3	-2.1
SUMO HTRF inh	-13	-7	10	17	15
IDE cell inh	-1	2	nt	1	nt
IDE act	1	3	0	-3	-1
DNA FID counter	-3	-15	-8	0	-13
IMP-1 inh	-2.2	-4.1	-1.5	-2.6	-3.4
pCIP destab	-4	0	-43	0	-2
M18AAP inhibitor	0	5	9	1	12

[26] COCCCNC(=O)c1cccn2c(=O)c3cc4ccccc4cc3nc12
[27] O=C(Cc1ccc(-n2c(=S)[nH]c3ccccc3c2=O)cc1)N1CCC(N2CCCCC2)CC1
[28] CN(c1cccc(NC(=O)COc2ccccc2)c1)S(C)(=O)=O
[29] COC(=O)CN1C(=O)C2(OCCCO2)c2cc(Br)ccc21
[30] Cc1ccc2nc(CSc3nnc(Nc4ccccc4F)s3)cc(=O)n2c1
Screen / compound no.	26	27	28	29	30
HCV NS3 hel inh	-15	3	2	6	6
VIM-2 inh	6.5	-1.7	-1.0	0.8	-3.7
SUMO HTRF inh	73	-1	-16	3	8
IDE cell inh	0	1	-2	2	1
IDE act	9	-3	0	1	2
DNA FID counter	14	9	-8	-3	-7
IMP-1 inh	-2.3	-2.9	-4.9	-5.1	-3.2
pCIP destab	-10	-4	5	-15	2
M18AAP inhibitor	13	-1	-10	-3	-3

[31] CC(C)CN(C(=O)COC(=O)c1cc2c(s1)CCC2)C1CCS(=O)(=O)C1 (stereo not given)
[32] COc1ccc(S(=O)(=O)n2ccc(-c3ccc(OCCN(C)c4ccccn4)cc3)n2)cc1
[33] COc1ccc(OCC(O)CN2CCN(c3ccc(OC)cc3)CC2)cc1 (stereo not given)
[34] O=c1oc2ccccc2c(Nc2ccccc2)c1CN1CCCCC1
[35] CSc1nnc(C(C)(C)C)c(=O)n1/N=C/c1ccccc1
Screen / compound no.	31	32	33	34	35
HCV NS3 hel inh	27	-12	19	-4	-9
VIM-2 inh	0.9	-0.9	-6.5	-3.8	-1.9
SUMO HTRF inh	11	-8	-10	0	4
IDE cell inh	1	-3	11	-10	5
IDE act	3	3	-2	9	2
DNA FID counter	-25	-7	9	-6	-8
IMP-1 inh	-0.6	-1.5	-4.7	-2.1	-2.4
pCIP destab	-16	-15	-4	0	0
M18AAP inhibitor	7	0	0	0	-3

Brought forward from above: three entries, then new ones.
[33] COc1ccc(OCC(O)CN2CCN(c3ccc(OC)cc3)CC2)cc1 (stereo not given)
[34] O=c1oc2ccccc2c(Nc2ccccc2)c1CN1CCCCC1
[35] CSc1nnc(C(C)(C)C)c(=O)n1/N=C/c1ccccc1
[36] CC(C)N1CCc2c(sc(NC(=O)Cc3ccccc3)c2C(N)=O)C1
[37] COc1ccc(CNC(=O)NCc2ccc(OC)c(OC)c2)cc1OC
[38] Cc1ccc(-c2nc(S(=O)(=O)c3ccc(C)cc3)c(N(C)C)o2)cc1
[39] COc1ccc2oc(C)c(C(=O)NN)c2c1
[40] COc1ccc(CNC(=O)c2cccc(S(=O)(=O)N3CCN(C)CC3)c2)cc1
Screen / compound no.	33	34	35	36	37	38	39	40
HCV NS3 hel inh	19	-4	-9	0	-4	0	8	-5
VIM-2 inh	-6.5	-3.8	-1.9	-2.5	-5.6	-1.8	-2.5	-1.4
SUMO HTRF inh	-10	0	4	-3	5	5	-6	7
IDE cell inh	11	-10	5	0	5	2	-2	7
IDE act	-2	9	2	-3	0	-7	2	nt
DNA FID counter	9	-6	-8	7	-1	-1	-1	3
IMP-1 inh	-4.7	-2.1	-2.4	-1.2	-4.1	-1.7	-4.3	-0.3
pCIP destab	-4	0	0	4	-13	-5	-6	9
M18AAP inhibitor	0	0	-3	10	-3	2	25	-15

[41] COC(=O)C1=C(C)NC(=S)N(C(C)=O)C1c1ccc(OC)c(OC)c1 (stereo not given)
[42] CC(C)(C)c1ccc(-c2c(C(=O)O)c(C(=O)O)c3n2CSC3)cc1
[43] CN(c1ccc(C(=O)Nc2cccc(O)c2)cc1)S(=O)(=O)c1ccccc1
[44] C=CCSc1nc2sc(C)c(C)c2c(=O)n1CC=C
[45] O=C(CCNC(=O)C1CCN(S(=O)(=O)c2ccccc2)CC1)NCc1ccncc1
Screen / compound no.	41	42	43	44	45
HCV NS3 hel inh	6	-13	-4	3	4
VIM-2 inh	-1.6	20*	-2.8	1.1	-3.3
SUMO HTRF inh	9	17	2	14	nt
IDE cell inh	0	1	-2	6	-3
IDE act	-1	1	9	-3	-2
DNA FID counter	-2	-3	-12	-5	-5
IMP-1 inh	-1.9	20*	-1.8	-4.6	-1.0
pCIP destab	-1	5	-10	-7	-13
M18AAP inhibitor	-1	6	-2	-14	6

[46] CCOC(=O)c1c(-c2ccccc2)cn2ccccc12
[47] O=C(c1ccc(Sc2ccccc2)c([N+](=O)[O-])c1)N1CCOCC1
[48] CN(NC(=O)C1CC(=O)N(c2ccccc2)C1)C1=NS(=O)(=O)c2ccccc21 (stereo not given)
[49] O=C(Nc1ccc(NC(=O)c2cccs2)cc1)c1cccs1
[50] COCCCNC(=O)CN1C(=O)/C(=C\c2ccc(C)cc2)Sc2ccccc21
[51] Cc1ccc(NC(=O)CSCC(=O)Nc2ncc3c(n2)CC(c2ccco2)CC3=O)cc1 (stereo not given)
[52] COc1ccc2nc(SCC(=O)NCC(F)(F)F)[nH]c2c1
[53] CCOC(=O)N1CCN(c2ncnc3c2oc2nc(C(C)C)c4c(c23)CCC4)CC1
Screen / compound no.	46	47	48	49	50	51	52	53
HCV NS3 hel inh	-3	2	9	-4	-4	11	5	-3
VIM-2 inh	-0.3	-3.5	-0.5	-2.1	-3.6	-2.2	-3.4	-1.1
SUMO HTRF inh	23	10	0	17	-4	27	-6	-5
IDE cell inh	10	0	2	6	0	-1	5	4
IDE act	1	3	2	-2	4	5	9	5
DNA FID counter	-6	-16	1	-11	-24	-10	-11	0
IMP-1 inh	-2.0	-3.4	-0.6	-4.1	-2.4	-1.7	-2.6	-3.7
pCIP destab	-5	1	-15	-33	-16	-10	13	-1
M18AAP inhibitor	-1	0	-17	8	2	1	4	1
